FBW7 activator – human FBW7 E3 ligase activation, primary screen; Q969H0; AlphaScreen FBW7–phospho-cyclin E peptide binding, activator screen; normalized activity (activation), % at 26.1 µM; actives 0.13% (n = 650,000); AID 1259310; in the data active = normalized activity above about 1.9%;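 note: purified mutant Fbw7 with reduced substrate affinity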
Target sequence (Q969H0 whole entry, looked up): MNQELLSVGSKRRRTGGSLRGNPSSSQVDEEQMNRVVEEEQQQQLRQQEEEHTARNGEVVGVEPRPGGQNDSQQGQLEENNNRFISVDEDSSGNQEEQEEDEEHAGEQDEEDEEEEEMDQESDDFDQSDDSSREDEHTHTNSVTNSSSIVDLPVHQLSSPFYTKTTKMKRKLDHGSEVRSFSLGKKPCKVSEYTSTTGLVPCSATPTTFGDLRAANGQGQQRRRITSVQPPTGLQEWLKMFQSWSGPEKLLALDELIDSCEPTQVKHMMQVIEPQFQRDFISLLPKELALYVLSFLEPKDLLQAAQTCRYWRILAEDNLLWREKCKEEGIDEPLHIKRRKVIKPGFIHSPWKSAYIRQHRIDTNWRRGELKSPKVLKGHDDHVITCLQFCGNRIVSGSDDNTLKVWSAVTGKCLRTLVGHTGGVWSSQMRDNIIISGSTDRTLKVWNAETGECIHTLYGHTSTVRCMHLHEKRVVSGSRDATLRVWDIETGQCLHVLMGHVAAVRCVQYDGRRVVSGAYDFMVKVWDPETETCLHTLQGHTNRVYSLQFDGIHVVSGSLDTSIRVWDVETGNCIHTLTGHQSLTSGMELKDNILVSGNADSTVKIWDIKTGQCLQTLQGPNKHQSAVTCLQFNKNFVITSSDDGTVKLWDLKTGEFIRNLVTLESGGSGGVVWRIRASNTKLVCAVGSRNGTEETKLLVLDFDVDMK
GPR151 ag – activates the human receptor GPR151; PathHunter beta-arrestin GPR151 cells, luminescence; activation, % at 11.2 µM; actives 1% (n = 650,000); AID 1508602; in the data active = activation above about 4.9%;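 note: 0% = median of compound wells and 100% = cells with positive control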
Target sequence (Q8TDV0 whole entry, looked up): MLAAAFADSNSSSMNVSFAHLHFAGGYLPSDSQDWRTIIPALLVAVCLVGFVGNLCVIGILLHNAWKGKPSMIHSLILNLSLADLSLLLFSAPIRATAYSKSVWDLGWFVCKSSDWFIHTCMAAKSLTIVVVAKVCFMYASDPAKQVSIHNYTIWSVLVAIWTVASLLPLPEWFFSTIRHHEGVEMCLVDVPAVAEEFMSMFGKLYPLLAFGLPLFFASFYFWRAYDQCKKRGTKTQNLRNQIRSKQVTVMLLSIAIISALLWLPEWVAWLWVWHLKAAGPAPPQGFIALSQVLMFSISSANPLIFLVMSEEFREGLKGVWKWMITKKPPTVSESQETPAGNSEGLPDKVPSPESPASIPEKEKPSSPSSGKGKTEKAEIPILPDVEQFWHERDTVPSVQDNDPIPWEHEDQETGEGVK
MITF inh – blocks human microphthalmia-associated transcription factor; O75030; AlphaScreen MITF homodimerization, bead proximity signal; inhibition, % at 2.6 µM; actives 0.91% (n = 650,000); AID 1259374; in the data active = inhibition above about 50%;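 note: 0% = vehicle wells with protein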
TEAD-YAP block – TEAD-YAP interaction inhibition | AID 1259422 | actives 1.4% (n = 640,000) | inhibition, % at 9.12 µM | HEK-TIYL cells, TEAD-Gal4/YAP UAS-luciferase luminescence; in the data active = inhibition above about 32%;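 note: 0% = median of test compound wells and 100% = reference inhibitor wells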
An asterisk follows results filed as active; · = no result given.

canonical_smiles,FBW7 activator,GPR151 ag,MITF inh,TEAD-YAP block
COC(=O)C1CCN(C2CCN(c3ccc(CC(=O)NCc4ccccc4)cc3)CC2)CC1,-0.2,0.6,-1,-1
Cc1nc2sccn2c1CN1Cc2cc(Cl)ccc2OC(C)C1 (centres undefined),-0.2,-0.6,-7,-9
O=[N+]([O-])c1cc(C(F)(F)F)ccc1Sc1nc2ccccc2s1,-0.2,-1.9,18,13
COc1ccccc1NC(=S)N(Cc1ccccn1)Cc1ccccc1Cl,-0.3,1.9,-2,-2
Cc1nc(SCC(=O)Nc2nc3c(s2)CCCC3)c2c(C)c(C)sc2n1,0.6,-0.3,17,1
C[C@@H](Cn1nnn(-c2ccccc2)c1=O)NC(=O)Cn1nnc2ccccc21,0.1,-0.1,7,-1
COCCNC(=O)c1nc2c(nnn2Cc2ccccc2Cl)c(=O)[nH]1,-0.1,0.3,4,-28
COC(=O)c1ccc(/C=C2\SC(=Nc3c(C)cccc3C)N(c3ccccc3)C2=O)cc1,-0.1,1.0,7,-8

(listing goes on)
canonical_smiles,FBW7 activator,GPR151 ag,MITF inh,TEAD-YAP block
C/C(=N/Nc1nc(C)cc(C)n1)c1cccnc1,-1.1,0.9,10,-2
COC(=O)[C@H](C)NC(=O)Cc1cccc2ccccc12,0.0,-0.8,2,-3
O=S(=O)(NCc1cccs1)c1cc(Cl)ccc1Cl,0.3,-0.8,13,1
COc1ccc(-c2cc(C(F)(F)F)n3nc(C(=O)Nc4ccc(Cl)cc4C(=O)c4ccccc4)cc3n2)cc1,-0.2,-0.9,0,0
CCCOc1ccc(CC(CC(=O)O)C(=O)O)cc1 (centres undefined),0.4,0.0,0,3
O=C(O)CCC(=O)N1CCc2cc(S(=O)(=O)N3CCOCC3)ccc21,0.5,-0.3,12,10
CCc1ccc(OCC(=O)Nc2cc3nn(-c4ccc(OC)cc4)nc3cc2C)cc1,0.1,-0.5,7,1
COc1ccccc1-n1c(=O)[nH]c2c(C(N)=O)nc(-c3ccc([N+](=O)[O-])cc3)nc21,-0.2,-1.8,-3,1

(more compounds)
canonical_smiles,FBW7 activator,GPR151 ag,MITF inh,TEAD-YAP block
Cc1ccccc1NC(=O)CCCN1C(=O)c2cccc3cccc(c23)C1=O,0.0,-0.2,10,-2
Cc1cccnc1C1(O)CCN(C(=O)Cc2nn(C)c(=O)c3ccccc23)CC1,-0.1,-1.2,2,2
COc1cccc([C@@H]2Oc3ccc(OC)cc3C[C@H]2OC(=O)Nc2ccc(OC(F)F)cc2)c1,-0.1,0.1,20,·
Cc1cc(S(=O)(=O)N2CCC(C)CC2)ccc1-n1cnnn1,-0.1,0.1,3,0
Cc1c(C(=O)N2CCOCC2)sc2ncn(CC(=O)N3CCOCC3)c(=O)c12,-0.2,0.5,-1,0
CC1Sc2ccc(C#N)cc2N(Cc2ccc(C(F)(F)F)o2)C1=O (centres undefined),-0.1,0.6,20,6
Cc1cc(C)nc(-n2nc(C)cc2-c2ccccc2)n1,0.0,0.5,-13,1
CC(C)CNC(=O)COC(=O)c1ccc(C#N)cc1,0.7,-0.7,12,5

(list continues)
canonical_smiles,FBW7 activator,GPR151 ag,MITF inh,TEAD-YAP block
Cn1cc(Br)c(C(=O)NNC(=O)c2ccc(CSc3ncccn3)cc2)n1,0.4,0.8,19,7
COc1cc(Nc2ncnc3c2nc(-c2ccccc2)n3C(C)C)cc(OC)c1OC,-0.1,0.5,1,-13
Cc1oc(-c2ccccc2)nc1C(=O)O,0.1,5.0*,-6,2
COC(=O)c1ccccc1OC(=O)c1ccc[n+](C)c1,-0.1,-0.6,-1,-2
COC(=O)C(C)N1C(=O)S/C(=C/c2ccc(-c3cc(C(=O)O)ccc3C)o2)C1=O (centres undefined),-0.5,-1.4,30,3
CCc1c(C(=O)N/N=C/c2ccc(SC)cc2)nnn1-c1nonc1N,-0.1,0.8,-6,-9
O=c1c2cc(Cl)ccc2[nH]c(=S)n1Cc1ccccc1Cl,-0.1,0.0,-11,-7
C[N+]1=C(Cc2ccccc2)c2cccn2CC1,0.1,1.4,-4,7

Results in FBW7 activator, TEAD-YAP block and GPR151 ag, for some of the entries so far:
SMILES	FBW7 activator	TEAD-YAP block	GPR151 ag
CCc1c(C(=O)N/N=C/c2ccc(SC)cc2)nnn1-c1nonc1N	-0.1	-9	0.8
O=c1c2cc(Cl)ccc2[nH]c(=S)n1Cc1ccccc1Cl	-0.1	-7	0.0
C[N+]1=C(Cc2ccccc2)c2cccn2CC1	0.1	7	1.4

The list continues:
canonical_smiles,FBW7 activator,GPR151 ag,MITF inh,TEAD-YAP block
CC(C(=O)Nc1ccccc1F)N(c1ccc(Cl)cc1)S(C)(=O)=O (centres undefined),0.1,0.7,5,-1
CNC(=O)C(=O)NCC1OCCN1S(=O)(=O)c1c(C)cc(C)cc1C (centres undefined),-0.2,0.4,7,-4
N#C/C(=C/c1ccc(N2CCOCC2)cc1)c1ccccc1F,-0.3,2.3,6,-44
COc1cc2c(cc1OC)CN(CC(O)COCC1CC3CCC1C3)CC2 (centres undefined),0.6,1.3,16,1
O=S(=O)(NC1CCCCC1NCc1ccco1)c1ccccc1 (centres undefined),0.0,1.9,8,9
CCC(=O)NC(c1ccccc1OC)c1ccc2cccnc2c1O (centres undefined),-1.7,0.9,43,44*
COc1ccc(/C=C2\C(=O)NC(=O)N(c3ccccc3OC)C2=O)cc1Br,0.9,0.4,1,-25
CCC(=O)Nc1ccc(-c2ccc(NC(=O)CC)c(OC)c2)cc1OC,-0.2,-0.8,0,15

Going on with the list.
canonical_smiles,FBW7 activator,GPR151 ag,MITF inh,TEAD-YAP block
CCn1cc(Br)c(C(=O)Nc2ccc(OC)cc2)n1,-0.2,-3.1,-13,-32
OC1CCCN(c2ncnc3c2nnn3Cc2c(F)cccc2Cl)C1 (centres undefined),0.4,-1.0,-10,4
Cc1cccc(NC(=O)c2c(O)c3cccc4c3n(c2=O)CCC4)c1C,0.1,0.5,-3,2
O=C(NC1CC1)c1cccc(NS(=O)(=O)c2ccc(-c3cn[nH]c3)cc2)c1,-0.1,0.4,-1,-2
O=C1CCCC/C1=C/Nc1ccc(N/C=C2\CCCCC2=O)cc1,0.2,0.5,10,2
COc1cccc(C(=O)Nc2ccc(-c3nnc(-c4ccco4)o3)cc2)c1,-0.3,-0.3,2,0
COc1ccccc1/C=C1/N=C(c2cccc([N+](=O)[O-])c2C)OC1=O,0.1,-1.9,-2,6
CCOC(=O)CSc1nnc2n(CC)c(=O)c3ccccc3n12,0.0,-0.2,-8,-26

Next structures follow:
canonical_smiles,FBW7 activator,GPR151 ag,MITF inh,TEAD-YAP block
COc1cc(OC)cc(C(=O)Oc2coc(CSc3nc(C)cc(C)n3)cc2=O)c1,0.0,-1.9,1,1
O=C1NCCN(CC2CCCCC2)C1CC(=O)N1CCSCC1 (centres undefined),0.3,-1.8,11,4
CCOC(=O)C1CCN(Cc2ccc(NC(C)=O)cc2)CC1,0.1,-0.2,23,-2
O=C(O)c1ccc(Oc2ccc(N3C(=O)c4ccc([N+](=O)[O-])cc4C3=O)cc2)cc1,0.1,-1.0,-8,-4
C/C(=N\OCC(=O)Nc1cc(C)on1)c1ccc(Br)cc1,0.2,-0.9,5,2
CC1(C)CC(=O)CC(C)(C)N1OC(=O)c1ccc(N)cc1,-0.1,-0.5,2,7
CCN(C(=O)Cc1noc2ccccc12)c1ccccc1C,0.7,-1.0,3,1
C=CCC1S/C(=N\N=C/c2ccc(OCCC)cc2)NC1=O (centres undefined),0.2,1.4,12,-6

Other compounds
canonical_smiles,FBW7 activator,GPR151 ag,MITF inh,TEAD-YAP block
CC(C)(C)NC(=O)CN(c1ccccc1)S(=O)(=O)c1ccccc1,-0.1,-0.9,-6,-2
C=CCn1c(-c2ccc(C(C)(C)C)cc2)n[nH]c1=S,0.1,-1.1,13,-8
Cc1ccc(-n2c(O)c(C=Nc3ccc(F)cc3)c(=O)[nH]c2=O)cc1,-0.1,-0.2,-4,-7
COC(=O)c1ccccc1NC(=O)C(=O)NCc1ccccc1Cl,-0.1,-2.1,3,-12
O=C(NCCC1CCCCN1S(=O)(=O)c1ccc(F)cc1)NC1CCCCC1 (centres undefined),0.0,1.0,9,9
FC(F)(F)c1cccc(-c2cc(N3CCC4(CC3)OCCO4)nc(-c3ccncc3)n2)c1,-0.1,1.8,0,11
C/C(N)=C(/C#N)C(=O)COC(=O)CSc1nnc(-c2ccco2)n1Cc1ccccc1,-0.2,-0.3,2,-9
O=C(N/N=C/c1ccncc1)c1cc(I)ccc1O,0.1,-0.8,3,4

(cont.)
canonical_smiles,FBW7 activator,GPR151 ag,MITF inh,TEAD-YAP block
COc1cc2c(cc1OC)C(COc1ccc([N+](=O)[O-])cc1)N(C(=O)c1cccc(F)c1)CC2 (centres undefined),0.1,-0.5,-3,-4
CC(=O)C1=C(C)NC(SCC(=O)Nc2cccc(C)c2C)=C(C#N)C1c1ccccc1Cl (centres undefined),-0.1,-0.2,2,-9
S=C1NCCOCCOCCNC(=S)NCCOCCOCCN1,0.3,-1.7,-2,7
O=C1NC(=O)C2(CCCCC2)N1,0.1,-0.3,5,15
C=CCn1c(=O)c(C(=O)Nc2c(C)cccc2C)c(O)c2ccccc21,-0.1,-0.5,-3,3
O=C1CC(Sc2nnnn2-c2ccccc2)C(=O)N1c1ccc(F)c([N+](=O)[O-])c1 (centres undefined),-0.2,-0.1,-5,-2
CC(=O)c1ccc(NC(=O)c2cc3c(=O)n4ccccc4nc3n2C)cc1,-0.1,1.4,3,-4
CC1CCc2c(sc3nc(CSc4nnnn4C)[nH]c(=O)c23)C1 (centres undefined),0.0,-2.1,0,-6

Next section:
canonical_smiles,FBW7 activator,GPR151 ag,MITF inh,TEAD-YAP block
COc1ccc2c(c1OC)C(=O)OC2Nc1ccc(Cl)cc1 (centres undefined),0.3,0.4,-8,0
O=C(CSc1nc2cc(C(=O)Nc3cccc(Cl)c3)ccc2c(=O)n1C1CCCCC1)c1ccccc1,-0.2,0.3,-6,0
Cc1cc(NC(=O)c2cccc(-n3ncc4cc(Nc5ccccc5Cl)ccc43)c2)ccc1N1CCOCC1,0.1,1.4,-4,14
CC(=O)Nc1ccc(CN2C(=O)C(C)Oc3ccc([N+](=O)[O-])cc32)cc1 (centres undefined),0.2,-1.2,30,3
Cc1noc(C)c1COC(=O)/C=C/c1ccc2ccccc2n1,-0.1,1.7,13,-14
COC(=O)c1sccc1NC(=O)c1ccc(Br)cc1,0.0,-1.1,0,-10
Cc1ccccc1S(=O)Cc1ccc(C(=O)NC2CCCC2)o1 (centres undefined),-0.1,-0.2,11,-1
C=CCOc1ccc2c(C)c(Cl)c(=O)oc2c1C,0.0,1.4,-8,-6

An excerpt of these results, with each value named:
O=S(=O)(NCc1cccs1)c1cc(Cl)ccc1Cl
  FBW7 activator: 0.3
  GPR151 ag: -0.8
  MITF inh: 13
  TEAD-YAP block: 1
Cc1nc(SCC(=O)Nc2nc3c(s2)CCCC3)c2c(C)c(C)sc2n1
  FBW7 activator: 0.6
  GPR151 ag: -0.3
  MITF inh: 17
  TEAD-YAP block: 1
COC(=O)c1sccc1NC(=O)c1ccc(Br)cc1
  FBW7 activator: 0.0
  GPR151 ag: -1.1
  MITF inh: 0
  TEAD-YAP block: -10

A few values from the entries so far:
COC(=O)c1sccc1NC(=O)c1ccc(Br)cc1 – GPR151 ag = -1.1
CC(=O)Nc1ccc(CN2C(=O)C(C)Oc3ccc([N+](=O)[O-])cc32)cc1 (centres undefined) – GPR151 ag = -1.2

(cont.)
canonical_smiles,FBW7 activator,GPR151 ag,MITF inh,TEAD-YAP block
Fc1ccc(N2N=C(c3ccc(Cl)cc3)CC2c2ccc(Cl)cc2)c(Br)c1 (centres undefined),0.0,0.7,-13,5
COc1cc(/C=C2/C(=N)N3N=C(C)SC3=NC2=O)cc(I)c1OCc1ccccc1C,0.0,-0.3,4,1
N#Cc1ccc(NC(=O)COc2ccc3oc4ccccc4c3c2)cc1,0.1,-0.3,18,8
CC(C)NCC(O)COc1cc([N+](=O)[O-])cc2c1OCCO2 (centres undefined),0.4,-1.1,17,5
Cc1cccc(C)c1NCC(=O)Nc1c(C)cccc1C,-0.1,-0.5,3,-1
CCCCn1c(CNc2ccc(C)cc2)nnc1SCC(=O)OC,0.8,0.0,10,5
N#Cc1c(Cl)ncc2c1Nc1ccccc1C2Sc1ccccc1 (centres undefined),0.0,-2.2,16,-5
O=C(Nc1ccc(Cl)cc1C(F)(F)F)c1cc(S(=O)(=O)N2CCc3ccccc32)ccc1F,-0.1,-0.2,7,-4

The list continues.
canonical_smiles,FBW7 activator,GPR151 ag,MITF inh,TEAD-YAP block
CCC(C)(NC(=O)Cc1c[nH]c2ccccc12)C(=O)NC1CCCC1 (centres undefined),0.0,-0.6,3,0
N#Cc1cc([N+](=O)[O-])ccc1NCCCn1ccnc1,-0.2,-0.1,-6,-6
CCC(C)c1ccc(OCc2nnc(N)s2)cc1 (centres undefined),0.2,0.2,-9,-38
CCOC(=O)c1c(-c2ccc(OC)cc2)oc2ccc(OCC(=O)c3ccc(F)cc3)cc12,0.3,2.2,11,9
CN1CCN(Cc2ccc(-c3ccccc3Cl)o2)CC1CCO (centres undefined),-0.1,14*,-1,-12
CCCCCCCCn1c(=N)c(C#N)cc2c(=O)n3ccccc3nc21,0.0,-0.8,7,6

5 structures already listed, arranged by count of non-hydrogen atoms, smallest number first:
canonical_smiles,FBW7 activator,GPR151 ag,MITF inh,TEAD-YAP block
CCC(C)c1ccc(OCc2nnc(N)s2)cc1 (centres undefined),0.2,0.2,-9,-38
CN1CCN(Cc2ccc(-c3ccccc3Cl)o2)CC1CCO (centres undefined),-0.1,14*,-1,-12
N#Cc1c(Cl)ncc2c1Nc1ccccc1C2Sc1ccccc1 (centres undefined),0.0,-2.2,16,-5
CCCCCCCCn1c(=N)c(C#N)cc2c(=O)n3ccccc3nc21,0.0,-0.8,7,6
O=C(Nc1ccc(Cl)cc1C(F)(F)F)c1cc(S(=O)(=O)N2CCc3ccccc32)ccc1F,-0.1,-0.2,7,-4
